# Eya2 inh = inhibitors of human Eya2 phosphatase activity | recombinant Eya2, OMFP fluorescence dephosphorylation (OMFP is methylfluorescein phosphate) | O00167 | Potency, µM (highest dose often 76.9 µM), inactives show at the highest dose activity, negative = inhibition, hits mostly inhibitors | 330,000 compounds, 0.006% hits | AID 488837; further: potency means the concentration at half of the fitted maximal effect; on the % scale 0 is the no-effect control and ±100 the full control effect
#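 Eya2 (0.2 uM) preincubated 10 min at ambient with compound, then OMFP substrate added at 50 uM; 10 min reaction in 50 mM HEPES pH 7.5, 50 mM NaCl, 5 uM MgCl2, 0.05% BSA, 1 mM DTT. Fluorescence read at Ex 485/Em 525 nm.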
# Tb PFK block = blocks T. brucei phosphofructokinase; Potency, µM (top dose mostly 57.5 µM), without a hit: at the highest dose activity, negative = inhibition, most hits filed as inhibitors; T. brucei PFK, ADP-Glo luminescence; O15648; 330,000 compounds, 0.17% hits;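 further: potency means the concentration at half of the fitted maximal effect; 0% = uninhibited 1x PFK enzyme wells and -100% = no-enzyme wells; nearly all actives have a fitted effect of over 60% in size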
# Target sequence (O15648 whole entry, looked up): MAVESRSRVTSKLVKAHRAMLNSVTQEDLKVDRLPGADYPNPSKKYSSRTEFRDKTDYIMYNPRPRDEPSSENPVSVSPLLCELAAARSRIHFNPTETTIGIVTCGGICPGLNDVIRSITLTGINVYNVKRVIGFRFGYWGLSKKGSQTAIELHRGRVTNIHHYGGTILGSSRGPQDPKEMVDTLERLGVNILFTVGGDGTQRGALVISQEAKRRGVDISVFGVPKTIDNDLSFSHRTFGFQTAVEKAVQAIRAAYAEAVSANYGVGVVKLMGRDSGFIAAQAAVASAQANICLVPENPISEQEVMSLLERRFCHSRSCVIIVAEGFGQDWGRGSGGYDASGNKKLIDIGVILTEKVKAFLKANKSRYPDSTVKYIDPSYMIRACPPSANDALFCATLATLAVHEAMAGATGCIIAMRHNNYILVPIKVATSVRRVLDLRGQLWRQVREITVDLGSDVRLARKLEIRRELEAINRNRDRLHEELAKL
#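 1.25 nM PFK with 0.5 mM F6P and 0.1 mM ATP in 0.1 M TEA pH 8.0, 5 mM MgCl2, incubated 45 min at room temperature; ADP measured by ADP-Glo luminescence; compounds titrated up to 57 uM.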
# USP2a block = blocks human ubiquitin-specific protease USP2a. USP2 core, Ub-CHOP2 coupled fluorogenic reporter, 485/531. Potency, µM (highest dose often 38.3 µM), inactives show at the highest dose activity change, negative = inhibition, actives largely listed as inhibitors. 330,000 compounds, 0.01% hits;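 further: potency means the concentration at half of the fitted maximal effect; plate controls were DMSO wells for no effect and full inhibition by NEM control for full effect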
#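 Deubiquitinase activity read as fluorescence (485/531 nm) after Ub-CHOP2 cleavage activates the enterokinase reporter on its substrate; USP2 core 10nM, Ub-CHOP2 and substrate 25nM each, 30min compound preincubation then 60min RT; data normalized to NEM, curves fitted.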
# ELG1 DNA repair = inhibitors of ELG1-dependent DNA repair in HEK293T cells | HEK293T ELG1-luciferase reporter, luminescence, 16 h; DNA damage induced by 5-fluorouridine | 330,000 compounds, 2.3% hits | Potency, µM (series often up to 46.1 µM), inactives show at the top dose activity change, negative = inhibition, usual class: inhibitors; further: potency means the concentration at half of the fitted maximal effect; on the % scale 0 is the no-effect control and ±100 the full control effect; nearly all actives have a fitted effect of over 55% in size
#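 DMSO vehicle served as the neutral condition. Each well held 2,000 cells given 5-fluorouridine plus compound; after 16 hr at 37 °C/5% CO2, ONE-Glo was added and luciferase measured 30 min later.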
# TSG101-PTAP inh = blocks PTAP/TSG101 interaction to inhibit HIV-1 budding; Q99816; Fluorescence polarization, FITC-PTAP peptide / Tsg101 binding; Potency, µM (doses to about 115 µM), inactives show at the highest dose activity change, negative = inhibition, actives largely listed as inhibitors; 340,000 tested, under 10 active; active means well fitted inhibition curve with a large enough effect in the main read-out, with a control signal flat, not every such curve was filed as active; inconclusive means small, poorly fitted or top-dose-only effect, or effect the other way, or a change in a side signal; inactive means no such curve, though single readings can be large or run the other way; further: potency means the concentration at half of the fitted maximal effect; % of control where 0% means no effect
# Target sequence (Q99816 whole entry, looked up): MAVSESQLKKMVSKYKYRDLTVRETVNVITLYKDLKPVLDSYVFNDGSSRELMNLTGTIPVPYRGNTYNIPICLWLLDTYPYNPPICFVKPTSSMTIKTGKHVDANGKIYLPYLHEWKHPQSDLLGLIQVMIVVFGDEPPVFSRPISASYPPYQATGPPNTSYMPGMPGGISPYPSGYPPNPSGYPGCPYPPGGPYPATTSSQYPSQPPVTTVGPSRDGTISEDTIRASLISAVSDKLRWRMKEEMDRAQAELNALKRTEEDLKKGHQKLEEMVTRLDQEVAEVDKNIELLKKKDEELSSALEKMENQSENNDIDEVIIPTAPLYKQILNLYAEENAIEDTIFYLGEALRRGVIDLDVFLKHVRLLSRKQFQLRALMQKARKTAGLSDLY
#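 FP read-out: FITC-PTAP peptide, 50 nM final, binding Tsg101 binding domain, 10 uM final; 20 min, r.t.; 10 mM HEPES pH 7.5, 0.15 M NaCl, 0.01% Tween 20, 3 mM EDTA, 0.1 mM TCEP.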
# Chronic BCR inh = inhibitors of chronic active B-cell receptor signaling | 340,000 compounds, 0.05% hits | AID 493014 | ABC-DLBCL IkBa-CBG/CBR reporter, luminescence ratio, 4 h | Potency, µM (doses to about 46.1 µM), for inactives: top-dose ratio change, negative = lower green/red ratio, most hits filed as inhibitors; active means well fitted inhibition curve with a large enough effect in the signal ratio, with a control signal flat, not every such curve was filed as active; inconclusive means small, poorly fitted or top-dose-only effect, or effect the other way, or a change in a side signal; the % refers to the signal ratio;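 further: potency means the concentration at half of the fitted maximal effect; plate controls were basal doxycycline-induced cells for no effect and cells given 10 µM MG132 for full effect; MG132 reads +100%, hits lower the ratio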
#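 Doxycycline induced both beetle luciferases in TMD8 lymphoma cells; IKK-driven degradation limits the IkappaBalpha-fused green signal, while red luminescence normalises for cell number and nonspecific effects. Compounds tested up to 46 uM, 4 hrs.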
# TCR activator = activators of T cell receptors. primary human leukocytes, anti-CD3, IL-2 HTRF, 48 h. Potency, µM (series often up to 9.22 µM), inactives show top-dose activation of IL-2 secretion, actives largely listed as activators. 330,000 tested, under 10 active. AID 504894; further: % of control where 0% means no effect
#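 Readout: HTRF IL-2, Eu-cryptate/d2 antibody pair, 320nm excitation, 665nm emission. Stimulus: a-CD3 beads, no co-stimulation. Cells: primary human leukocytes. Exposure: 48 hr with compound.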
# TSHR antag = human thyrotropin receptor antagonism | activity change, negative = inhibition, % at 11.5 µM | TSHR-expressing cells, TSH-stimulated cAMP HTRF, 2 h; hits give low values | AID 504810 | 330,000 compounds, 0.2% hits;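 active means activity change below a set negative limit, meaning inhibition stronger than a set level, cut at about -70% in these data; inconclusive means activity change between two set negative limits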; further: on the % scale 0 is the no-effect control and ±100 the full control effect
#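 Freshly harvested TSHR cells receive pin-tooled compound, then EC80 TSH at 4nM final. After 2 hours at 37 deg C, antibody in lysis buffer and cAMP-d2 are added; 30 minutes at ambient temperature precede the HTRF read.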
# B2AR arrestin = beta2AR (human) beta-arrestin recruitment activity. 330,000 compounds, 0.02% hits. Potency, µM (highest dose often 46.1 µM), for inactives: at the highest dose activation, usual class: activators. P07550. beta-arrestin recruitment to beta2AR, cell-based reporter;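 further: potency means the concentration at half of the fitted maximal effect; 0% = DMSO controls and full agonism = EC100 isoproterenol or metaproterenol; nearly all actives have a fitted effect of over 65% in size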
# uPA surface inh = blocks generation of uPA at the cell surface | cell surface uPA generation assay, qHTS | Potency, µM (doses to about 38.3 µM), inactives show top-dose activity change, negative = inhibition, usual class: inhibitors | 330,000 compounds, 0.31% hits | AID 540303; active means well fitted inhibition curve with a large enough effect; inconclusive means small, poorly fitted or top-dose-only effect; inactive means no such curve, though single readings can be large or run the other way; tested in mouse RAW 264.7 cells; further: potency means the concentration at half of the fitted maximal effect; on the % scale 0 is the no-effect control and ±100 the full control effect; nearly all actives have a fitted effect of over 55% in size
# Mito fusion act = blocks mitochondrial division or promotes mitochondrial fusion. S. cerevisiae fusion-defective mutant growth rescue, CellTiterGlo 48 h. Potency, µM (highest dose often 46.1 µM), inactives show top-dose growth rescue (activation), usual class: activators. 320,000 compounds, 0.23% hits;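 further: potency means the concentration at half of the fitted maximal effect; % of control where 0% means no effect; nearly all actives have a fitted effect of over 45% in size; temperature-sensitive fusion mutants such as fzo1-1 at 37 °C on non-fermentable ethanol glycerol medium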
#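 Temperature-sensitive fusion-defective S. cerevisiae (e.g. fzo1-1, mgm1-5) were grown with compound in YPEG medium (3% ethanol, 3% glycerol) for 48 hours at 37C. Growth rescue was measured as viability by CellTiterGlo luminescence after 10 minutes at ambient.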
# The depositor's hits bear a star; ? = inconclusive; / = no result given; [ ] = remark or other dose. Unless noted, the call rests on the fitted dose curve; in most records, active means well fitted curve in the direction sought with a large enough effect; inconclusive means small, poorly fitted or top-dose-only effect, or another doubt; inactive means no such curve, though single readings can be large; an effect the other way counts as inactive or inconclusive. Rows were taken by chance, and some 3% of all compounds hit somewhere here.
# Every second line gives: Eya2 inh, Tb PFK block, USP2a block, ELG1 DNA repair, TSG101-PTAP inh, Chronic BCR inh, TCR activator, TSHR antag, B2AR arrestin, uPA surface inh, Mito fusion act
COc1ccc(OCCOC(=O)c2cccs2)cc1
  0%, -9%, 5%, ?, -2%, ?, -5%, -8, -0.2%, 0%, 4%
Cc1ccccc1C(=O)N1CCC(C(=O)Nc2nc3ccc(F)cc3s2)CC1
  -3%, -2%, 1%, ?, 0%, ?, 0%, -10, -0.8%, 1%, -1%
C[C@@H]1NC(=O)c2cc([N+](=O)[O-])cc(I)c2OCC[C@@H](C(=O)NC(CC(=O)O)C(N)=O)NC(=O)[C@H](CCC(=O)O)NC1=O (some centres not stated)
  12%, -1%, -1%, -3%, -1%, 3%, 5%, -4, -0.7%, 9%, -1%
O=C(NCCCN1CCC(Cc2ccccc2)CC1)C1CC(=O)N(C2CCCCCC2)C1 (configuration not stated)
  -1%, 2%, 5%, -13%, -5%, -1%, -1%, 11, -0.3%, 5%, -5%
Cc1ccc(-n2[nH]c(=O)c(-c3ccccn3)c2C)cc1
  -8%, -3%, -1%, ?, -4%, 1%, 0%, -2, -0.8%, -15%, 2%
CCc1nnc(NS(=O)(=O)c2ccc(NC(=S)NC(=O)/C=C/c3ccc(OC)cc3)cc2)s1
  -2%, ?, 1%, 10%, -9%, -4%, 2%[46.1 µM], -3, -0.3%, -10%, -4%
CCCC(=O)NCCCc1nc2ccccc2n1CCC
  -28%, -4%, 1%, -6%, 7%, 4%, 4%, 1, -0.2%, -3%, 1%
CCc1nc2ccccc2n1Cc1ccc(F)cc1
  -13%, 4%, 0%, 8%, -3%, 11%, -8%, 10, -0.3%, -5%, -10%
Cc1ccc(NC(=O)N2CCN(C(=O)c3ccco3)CC2)cc1Cl
  4%, 3%, -5%, 0%, 0%, -1%, -2%, 18, -0.4%, 5%, 2%
Cc1ccccc1NC(=S)NCc1ccco1
  2%, -7%, 0%, 6%, -4%, 1%, 1%[46.1 µM], 1, -3.1%, 4%, -6%
COc1ccc(-c2nc3c(=O)n(C)c(=O)[nH]c3n2CCc2ccccc2)cc1
  0%, -1%, -2%, 11%, -4%, 6%, 0%, -12, -0.9%, 1%, 2%
COc1ccc(C(CC(=O)O)NC(=O)Cc2ccccc2)cc1 (configuration not stated)
  6%, -5%, 3%, 0%, -2%, -3%, 0%, 0, 0.5%, 4%, -6%
COC(=O)c1c(NC(=O)CSc2ncn[nH]2)sc(C)c1C
  -16%, -8%, 2%, ?, -2%, ?, -1%, 8, 0.2%, -1%, 0%
CC(C)(C)NC(=O)c1cccc2c1C(=O)c1ccccc1-2
  -24%, 1%, 8%, 4%, 1%, 17%, -1%, -14, -0.1%, -3%, 11%
O=C(NCc1ccco1)c1csc2c1CCCCC2
  6%, -1%, 0%, 27%, -5%, 0%, 2%, 1, -0.1%, -6%, -2%
COc1ccc(C2CC(c3ccccc3OC(C)=O)=NN2C(=O)/C=C/c2ccccc2)cc1 (configuration not stated)
  3%, 1%, 2%, ?, 1%, -3%, -1%[46.1 µM], 45, -1.2%, -2%, ?
Cc1cc(NC(=O)CCC(=O)N(Cc2ccc(F)cc2)C(C(=O)NC2CCCC2)c2ccco2)no1 (configuration not stated)
  -4%, 2%, 2%, -2%, 0%, 7%, 2%, -14, 0.3%, -3%, 3%
CC(C)CSc1nc2ccccc2n1CC(N)=O
  -13%, -10%, -1%, -3%, -5%, -5%, /, -1, -0.2%, 6%, -3%
CCN(CC)C(=O)CSc1ccc(C(F)(F)F)cc1[N+](=O)[O-]
  4%, -2%, 3%, 11%, -6%, -6%, 0%[46.1 µM], 1, 0.2%, -2%, 1%
CCOc1ccccc1C1CC(=O)NC2=C1C(=O)CCC2 (configuration not stated)
  -3%, -7%, 2%, -15%, -7%, 0%, 11%, -2, 0.5%, -13%, 1%
COc1ccc(OC)c(-n2c(SCC(=O)NCc3ccco3)nnc2-c2c[nH]c3ccccc23)c1
  15%, -5%, -1%, -16%, -2%, ?, -4%, -11, -0.3%, 4%, 4%
CCOC(=O)c1cc(-c2ccc(F)cc2)n(CC(=O)NCc2ccccn2)c1C
  -4%, -4%, 0%, 3%, 1%, 9%, -1%, 14, 0.1%, 13%, 2%
CCCC(=O)Nc1nnc(SCC(=O)Nc2ccc3c(c2)OCCO3)s1
  -9%, 0%, 0%, 6%, 1%, -9%, -1%, 0, -0.3%, 8%, -3%
CCc1ccc(O)c(N=Cc2cccc(C)c2O)c1
  20%, -7%, 2%, 2%, 5%, ?, 9%, 5, 0.1%, -22%, -2%
O=C(Cc1cccs1)Nc1ccc(-c2nnn(CC(=O)N3CCOCC3)n2)cc1
  -2%, ?, -7%, ?, -6%, -4%, -6%, 8, -0.2%, 25%, 0%
COc1ccc(C2=CC(c3ccc(C)cc3)n3nnnc3N2)cc1 (configuration not stated)
  21%, -1%, 13%, -18%, -13%, 4%, -4%, 1, 2.9%, /, 2%
COc1ccc(N2CCN(c3ccc(N)cc3C#N)CC2)cc1
  20%, 23%, 0%, -9%, 0%, -5%, 5%, 6, 0.1%, 9%, 20%
O=C(O)CC(CNC(=O)C1CCCN1C(=O)OCc1ccccc1)c1ccccc1 (configuration not stated)
  1%, 1%, 1%, 3%, 3%, -2%, -8%, 1, -0.8%, -13%, 0%
CCc1ccc(-c2cc(C)no2)cc1S(=O)(=O)NCCc1ccc(OC)c(OC)c1
  -7%, 3%, -1%, ?, -6%, 5%, 9%, -46, 0.0%, 5%, -14%
O=C1NCCN1CCNS(=O)(=O)c1ccc(F)cc1
  -2%, -1%, 3%, -5%, 0%, 1%, 7%, 4, -0.7%, 0%, -3%

# Overlap with the part before: 3 compounds, followed by the next part.
# Every second line gives: Eya2 inh, Tb PFK block, USP2a block, ELG1 DNA repair, TSG101-PTAP inh, Chronic BCR inh, TCR activator, TSHR antag, B2AR arrestin, uPA surface inh, Mito fusion act
O=C(O)CC(CNC(=O)C1CCCN1C(=O)OCc1ccccc1)c1ccccc1 (configuration not stated)
  1%, 1%, 1%, 3%, 3%, -2%, -8%, 1, -0.8%, -13%, 0%
CCc1ccc(-c2cc(C)no2)cc1S(=O)(=O)NCCc1ccc(OC)c(OC)c1
  -7%, 3%, -1%, ?, -6%, 5%, 9%, -46, 0.0%, 5%, -14%
O=C1NCCN1CCNS(=O)(=O)c1ccc(F)cc1
  -2%, -1%, 3%, -5%, 0%, 1%, 7%, 4, -0.7%, 0%, -3%
COc1ccccc1C(=O)COC(=O)c1c(-c2ccccc2)noc1C
  14%, -11%, -8%, ?, 3%, 12%, -5%, 18, -0.8%, -7%, 6%
CCOc1ccc(C(=O)NNC(=O)CNC(=O)c2ccc(C)s2)cc1OC
  10%, -9%, 3%, 26%, 0%, -4%, 3%, 7, -0.1%, ?, -2%
COCCCN=Cc1c(C)[nH]n(-c2ccc(Br)c(C)c2)c1=O
  -1%, 1%, 4%, ?, 1%, -6%, -4%[46.1 µM], -13, -2.6%, -5%, 2%
Cc1ccc(-n2nnnc2Sc2nc([N+](=O)[O-])nn2C)cc1C
  -2%, 4%, 5%, ?, 2%, ?, 1%, 2, 0.2%, -13%, 0%
C/C(=N\NC(=O)c1ccn(C)n1)c1ccco1
  5%, -6%, 2%, ?, -3%, -13%, -2%, -5, -0.1%, -1%, -4%
CCCc1cc(C(=O)N2CCCN(C)CC2)cs1
  -8%, -9%, 2%, 4%, 1%, 1%, 2%, 6, 8.0%, -5%, 4%
Cc1ccc(C)c(S(=O)(=O)NCc2cccnc2)c1
  3%, 1%, 2%, -2%, /, 4%, 2%[46.1 µM], 0, -0.2%, 0%, -2%
O=c1[nH]c2ccsc2c(=O)n1-c1ccc(F)cc1
  11%, ?, 4%, 10%, -4%, -25%, 4%, 15, 0.5%, /, 4%
CC(C)Oc1ccc(S(=O)(=O)N2CCCCC2)cc1NC(=O)C1CCC1
  9%, 1%, 0%, 15%, -1%, 5%, 4%, -16, -1.4%, 3%, 5%
